Screening data: PubChem, several laboratories
IEC-6 cytotox = counter-screen for KLF5 inhibitors: cytotoxicity in IEC-6 cells; IEC-6 cytotoxicity, luminescence viability; inhibition, % at 5 µM; actives 0.78% (n = 290,000); AID 1825; in the data active = inhibition above about 22%;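 note: 0% = plate median of test compound wells and 100% = cytotoxic reference compound wells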
GSK3A inh = human GSK-3 alpha kinase inhibition; AID 2650; actives 0.1% (n = 320,000); inhibition, % at 10 µM; ADP-Glo luminescence, 60 min;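 in the data active = inhibition above about 50%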;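 note: GST-tagged GSK-3 alpha with peptide substrate and 25 µM ATP; 0% = DMSO neutral wells and 100% = GW8510 positive control wells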
Target sequence (P49840 whole entry, looked up): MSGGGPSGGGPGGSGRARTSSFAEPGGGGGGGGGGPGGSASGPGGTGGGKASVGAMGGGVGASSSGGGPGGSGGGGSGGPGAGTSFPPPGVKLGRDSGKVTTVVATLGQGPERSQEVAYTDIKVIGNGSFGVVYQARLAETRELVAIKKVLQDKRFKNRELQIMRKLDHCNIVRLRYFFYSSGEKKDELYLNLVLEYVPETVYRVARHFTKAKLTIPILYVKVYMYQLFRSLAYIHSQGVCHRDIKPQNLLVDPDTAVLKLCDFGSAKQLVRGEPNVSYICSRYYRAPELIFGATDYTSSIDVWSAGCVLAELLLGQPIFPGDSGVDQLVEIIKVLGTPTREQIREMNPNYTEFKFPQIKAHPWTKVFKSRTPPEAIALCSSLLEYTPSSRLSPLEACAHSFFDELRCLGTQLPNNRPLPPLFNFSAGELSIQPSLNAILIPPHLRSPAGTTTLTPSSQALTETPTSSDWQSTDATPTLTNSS
KLF5 inhibitor = inhibitors of KLF5 expression; DLD-1 KLF5 promoter-luciferase reporter, luminescence; actives 0.23% (n = 290,000); inhibition, % at 5 µM;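 active = inhibition above a per-plate limit of that plate's mean compound inhibition plus 3 SD, cut at about 60% in these data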;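 note: 0% = DMSO wells and 100% = LY294002 at 200 µM; higher means less KLF5 promoter-driven luciferase light; inactives centre near -14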
aSyn UTR inh = MLPCN primary screen, SNCA 5' untranslated region; actives 0.82% (n = 300,000); alpha-synuclein 5'UTR reporter, inhibitor activity; inhibition, % (tested at 7.5 µM); in the data active = inhibition above about 60%;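 note: H4 neuroglioblastoma cells stably carrying SNCA 5'UTR luciferase fusion; 0% = DMSO wells and 100% = positive control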
GSK3beta inhib = human GSK3beta kinase inhibition | actives 0.038% (n = 300,000) | activity score (negative = inhibition), % at 10 µM | GST-GSK3beta kinase, ADP-Glo luminescence, 60 min; stronger effect = lower value;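 active = more than half of replicate wells score below -50%, meaning over 50% inhibition versus plate controls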;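 note: 0% = median DMSO wells and -100% = median GW8510 positive control wells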
Target sequence (P49841 whole entry, looked up): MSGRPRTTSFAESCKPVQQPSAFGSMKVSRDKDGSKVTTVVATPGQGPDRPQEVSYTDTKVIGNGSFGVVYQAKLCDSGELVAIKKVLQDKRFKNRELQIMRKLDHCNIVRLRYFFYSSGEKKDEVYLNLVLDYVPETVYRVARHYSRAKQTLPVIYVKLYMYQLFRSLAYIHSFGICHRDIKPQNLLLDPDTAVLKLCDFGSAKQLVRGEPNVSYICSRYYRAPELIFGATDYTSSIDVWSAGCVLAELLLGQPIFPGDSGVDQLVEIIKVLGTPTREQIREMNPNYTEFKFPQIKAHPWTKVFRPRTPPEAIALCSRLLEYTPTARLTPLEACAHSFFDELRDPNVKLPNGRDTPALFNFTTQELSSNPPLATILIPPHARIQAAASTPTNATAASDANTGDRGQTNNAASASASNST
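Test system: GST-tagged human GSK3beta kinase, cell-free; evaluation: activity score scaled between in-plate DMSO and GW8510 controls; measured by: ADP-Glo luminescence; incubation: 60 min reaction, RT; benchmarks: DMSO and 20 µM GW8510; reagent: peptide substrate plus 25 µM ATP (final); medium: Tris/MgCl2 kinase buffer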
AI-2 QS mod = Vibrio harveyi AI-2 quorum sensing modulation | Vibrio harveyi JMH597 AI-2 luminescence/OD600 ratio, 9 h; stronger effect = lower value; strain lacks LuxN and CqsS sensors; 0 = neutral-control median | activity change, % at 7.5 µM | actives 0.4% (n = 300,000) | AID 2094; in the data active = activity change below about -75%, passing the limit was not always enough;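 note: luminescence divided by OD600 gain over 9 h not by final OD600 alone; inactives centre near 13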
HSF1 activator = increases HSF-1 driven luciferase reporter signal; activation, % at 9 µM; NIH3T3-HGL HSF-1 luciferase reporter, MG132, 8 h; 100% = twice DMSO control signal; actives 1.7% (n = 300,000); AID 504408;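 active = mean replicate activation of at least 50% with a set share of replicates each reaching 50%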;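 note: 0% = median of the neutral control wells and 100% = twice that signal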
HSP90 refold inh = inhibitors of HSP90 luciferase refolding in rabbit reticulocyte lysate; AID 1789; actives 0.91% (n = 290,000); inhibition, % at 5.6 µM; luciferase refolding luminescence, 3 h;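 active = inhibition above the screen-wide mean plus 3 SD, computed separately per campaign, cut at about 16% in these data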;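 note: 0% = DMSO wells and 100% = 60 µM geldanamycin wells; inhibitors lower the luminescence because luciferase stays unfolded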
HSF1 inhib = HSF1 inhibition; NIH3T3-HGL HSE-luciferase, MG132-induced, luminescence 8 h; stronger effect = lower value; activity change, negative = inhibition, % at 7.5 µM (by protocol); actives 0.77% (n = 300,000);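 active = more than half of replicate wells show activity change below -50%, luminescence cut by over half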;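 note: luciferase reports HSF-1 transcriptional activity via heat shock element; 0% = median of DMSO wells and -100% = zero luminescence signal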
HIF activator = HIF pathway transcriptional activation; U2OS HRE-luciferase reporter, luminescence; normalized: DMSO 0%, desferrioxamine 100%; AID 1910; actives 0.32% (n = 300,000); activation, % at 7.5 µM (by protocol);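 active = mean activation of at least 10% of the iron chelator positive control signal, with at least half of replicates also reaching 10%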
* = called active by the depositor; / = not tested or not shown.

SMILES	IEC-6 cytotox	GSK3A inh	KLF5 inhibitor	aSyn UTR inh	GSK3beta inhib	AI-2 QS mod	HSF1 activator	HSP90 refold inh	HSF1 inhib	HIF activator
O=C(NCc1ccc(Cl)cc1)C1CCN(S(=O)(=O)c2ccc(F)cc2)CC1	-8	-4	1	23	4	21	15	2	3	-0.2
O=C(NNC1=NCCCCC1)c1cccc([N+](=O)[O-])c1	11	0	-2	-3	-1	13	-8	0	-7	-0.1
O=C(COc1ccc2cc(Br)ccc2c1Br)N1CCOCC1	4	/	-26	/	1	19	/	-3	/	/
CCCCOc1ccc(C2C(C(=O)c3cccs3)=C(O)C(=O)N2CCN2CCOCC2)cc1 (stereo not drawn)	2	-2	-22	-25	1	7	4	-5	0	0.6
CCOc1ccc(-n2cc(-c3ccccc3)c3c(N4CCOCC4)ncnc32)cc1	0	-6	-2	-5	3	7	-40	-2	-37	-0.5
Cc1cccc(NC(=O)CN(C)S(=O)(=O)c2ccc3c(c2)n(C)c(=O)c(=O)n3C)c1C	-5	-25	-35	15	3	14	17	-3	0	0.0
COc1ccccc1OCC(O)CN1CCOCC1 (stereo not drawn)	0	-1	-27	7	0	13	27	-4	-1	-0.3
COc1cccc(COC(=O)C2CC(=O)N(Cc3ccco3)C2)c1OC (stereo not drawn)	-7	2	-11	5	-2	25	4	0	6	-0.1
COc1ccc(CCC(=O)Nc2ccc(-c3noc(-c4ccc(OC)c(OC)c4)n3)cc2)cc1	2	-1	3	-158	4	6	5	1	-14	2.1
Cn1c(SCc2ccccc2)nc(C(F)(F)F)cc1=O	-2	3	-23	5	-1	33	17	1	3	-0.5
COc1ccc(S(=O)(=O)N2CCN(Cc3cc(OC)c(OC)c(OC)c3)CC2)cc1	-4	7	-19	16	-1	30	9	9	16	-31
Cc1oc(-c2ccccc2Cl)nc1Cn1cccc1C1=NC(c2ccccc2)CO1 (stereo not drawn)	-5	-2	-2	37	1	20	18	0	9	0.0
Cc1cc2c(N=NC(=O)CCc3ccccc3)c(O)[nH]c2cc1Br	-3	-2	12	8	-1	21	-2	-2	1	0.0
Cc1cc(C)nc(NC(=O)Nc2ccccc2C(F)(F)F)n1	4	-1	2	-8	0	0	5	-3	6	2.6
COc1ccc(NC(=O)c2cc(-c3ccc(C)o3)nc3ccccc23)c(OC)c1	/	-1	/	-11	-2	8	7	/	9	0.8

For reference, eleven of the compounds above.
SMILES	IEC-6 cytotox	GSK3A inh	KLF5 inhibitor	aSyn UTR inh	GSK3beta inhib	AI-2 QS mod	HSF1 activator	HSP90 refold inh	HSF1 inhib	HIF activator
CCOc1ccc(-n2cc(-c3ccccc3)c3c(N4CCOCC4)ncnc32)cc1	0	-6	-2	-5	3	7	-40	-2	-37	-0.5
Cc1cccc(NC(=O)CN(C)S(=O)(=O)c2ccc3c(c2)n(C)c(=O)c(=O)n3C)c1C	-5	-25	-35	15	3	14	17	-3	0	0.0
COc1ccccc1OCC(O)CN1CCOCC1 (stereo not drawn)	0	-1	-27	7	0	13	27	-4	-1	-0.3
COc1cccc(COC(=O)C2CC(=O)N(Cc3ccco3)C2)c1OC (stereo not drawn)	-7	2	-11	5	-2	25	4	0	6	-0.1
COc1ccc(CCC(=O)Nc2ccc(-c3noc(-c4ccc(OC)c(OC)c4)n3)cc2)cc1	2	-1	3	-158	4	6	5	1	-14	2.1
Cn1c(SCc2ccccc2)nc(C(F)(F)F)cc1=O	-2	3	-23	5	-1	33	17	1	3	-0.5
COc1ccc(S(=O)(=O)N2CCN(Cc3cc(OC)c(OC)c(OC)c3)CC2)cc1	-4	7	-19	16	-1	30	9	9	16	-31
Cc1oc(-c2ccccc2Cl)nc1Cn1cccc1C1=NC(c2ccccc2)CO1 (stereo not drawn)	-5	-2	-2	37	1	20	18	0	9	0.0
Cc1cc2c(N=NC(=O)CCc3ccccc3)c(O)[nH]c2cc1Br	-3	-2	12	8	-1	21	-2	-2	1	0.0
Cc1cc(C)nc(NC(=O)Nc2ccccc2C(F)(F)F)n1	4	-1	2	-8	0	0	5	-3	6	2.6
COc1ccc(NC(=O)c2cc(-c3ccc(C)o3)nc3ccccc23)c(OC)c1	/	-1	/	-11	-2	8	7	/	9	0.8

More structures follow:
SMILES	IEC-6 cytotox	GSK3A inh	KLF5 inhibitor	aSyn UTR inh	GSK3beta inhib	AI-2 QS mod	HSF1 activator	HSP90 refold inh	HSF1 inhib	HIF activator
Cc1nn(-c2ccccc2)c(C)c1/C=C/C(=O)OCC(=O)NC1CCS(=O)(=O)C1 (stereo not drawn)	-6	-1	-6	-2	1	16	27	2	5	0.4
Cc1nc2nc(CSc3nc4ccccc4s3)cc(=O)n2[nH]1	3	-7	-10	-32	-1	8	6	0	5	-0.5
CCOC(=O)c1c2c(c(=S)n(-c3ccccc3)c1N)CCC2	-6	-1	-11	40	2	13	28	-3	12	-0.7
Cc1cc(C)nc(SCC(=O)NN=C2CCCC2)n1	3	-1	-34	7	1	22	-11	3	-1	0.1
O=C(NCc1ccccc1)c1ccc(=O)oc1	-1	-3	-1	-25	1	35	1	0	-11	-0.2
COC(=O)c1c(NC(C)=O)sc(C(=O)N2CCOCC2)c1C	2	-3	8	-2	1	18	-14	0	-6	-1.1
O=C(CCc1nc(-c2ccccc2Cl)no1)NC1CCCCC1	0	0	2	0	-3	44	10	-3	8	-0.4
COc1ccc(-c2cnn3cc(-c4cccc(Cl)c4)cnc23)cc1	-8	-1	-11	-28	8	9	-7	0	-6	0.5
COc1ccc(CCNC(=O)Cc2ccsc2)cc1	2	-4	10	-17	1	33	-11	0	-4	0.7
CN(C)CCNC(=O)c1cc(Br)ccc1Cl	1	1	-8	28	-1	15	5	2	6	0.2
O=C1N/C(=N\S(=O)(=O)Cc2ccccc2)S/C1=C/c1cccc([N+](=O)[O-])c1	1	-4	-19	-2	2	24	1	2	-3	0.0
CCc1ccccc1NC(=O)N1C2CCCC1CC(NC(=O)C(C)(C)C)C2 (stereo not drawn)	-2	0	-11	-7	2	25	5	1	-4	-0.9
O=C(CCCn1nnc(-c2cccnc2)n1)c1ccc(F)cc1	4	-1	-17	-8	1	-80*	20	0	2	/
O=C(Nc1ccc(C(F)(F)F)cc1)C1(c2ccccc2)CC1	-2	0	-12	-4	0	2	10	4	3	0.4
COCCN(Cc1cc2cccc(C)c2[nH]c1=O)C(=O)c1ccccc1	-2	0	-9	12	1	21	-3	2	-4	-0.9
O=C(O)c1ccc2c(=O)n3c(nc2c1)/C(=C/c1ccccc1Br)CC3	-15	13	15	-16	-6	18	-6	-6	-5	0.4
CCC(=O)Nc1ccc(N2CCN(C(=O)c3ccccc3C)CC2)cc1	0	-1	-5	-1	2	21	7	3	4	-0.2
COCCn1c(SCc2ccc(C)cc2)nc2c1c(=O)[nH]c(=O)n2C	/	0	/	39	-4	4	9	/	2	-0.2
O=C1C=C(NNC(=O)c2cccnc2)CC(c2ccco2)C1 (stereo not drawn)	-5	0	2	-3	1	15	29	1	8	-0.2
CCCCn1c(SCC(=O)Nc2cc(C(F)(F)F)cc(C(F)(F)F)c2)nnc1C(CC)N(C)C (stereo not drawn)	4	-1	2	-33	-1	4	21	4	9	-0.1
COc1cccc(C2N(c3ccccc3)CCN2c2ccccc2)c1OC	10	/	-22	-12	-2	33	12	-2	6	0.9
CCc1nn(CC(=O)NCCN2CCN(C)CC2)c(=O)c2cc3occc3n12	0	-2	19	-1	0	17	-3	-1	6	-0.2
CCOC(=O)COc1cc(N)c(Cl)cc1Cl	6	0	-17	-6	1	20	1	-1	2	0.0
Cc1cccc(C)c1OCc1cc(C(=O)N(C)Cc2cc(C3CC3)n[nH]2)no1	3	-1	-61	-32	0	34	18	0	10	0.9
COc1ccc(-c2cc(C3CCNCC3)[nH]n2)cc1	0	-3	-3	-19	0	12	-23	4	-3	1.2
Cc1cc(C(=O)COC(=O)c2ccc3c(c2)OCO3)c(C)n1CC1CCCO1 (stereo not drawn)	0	1	-25	-68	1	54	-53	29*	-46	0.5
Cc1cc(C)n(-c2cc(-n3nc(C)cc3C)ncn2)n1	-4	1	-23	4	0	30	7	0	-2	-0.2
CCOCC(=O)Nc1nc2ccc(C)cc2s1	-1	1	-120	-85	-4	-2	37	5	25	1.5
COc1ccc(-n2c(C)cc(/C=C3\C(=N)N4N=C(CC(=O)N5CCOCC5)SC4=NC3=O)c2C)c(OC)c1	1	-1	-28	15	-4	25	10	-3	2	-0.2
COC(=O)c1ccc(NC(=O)c2sc3nc(-c4ccccc4)cn3c2C)cc1	-3	-1	12	-28	2	9	-20	21*	-7	-0.1
COc1ccc(OC(=O)c2ccc3nsnc3c2)cc1	1	-2	3	15	1	-12	-4	4	3	-0.1
CC1CCC(NC(=O)CCCCn2c(=O)[nH]c3ccsc3c2=O)CC1 (stereo not drawn)	4	-1	6	22	1	14	17	5	2	0.2
CCN(CC)Cc1cc(CC(C(N)=O)C(N)=O)ccc1OC	1	-5	-25	15	-2	0	10	-2	-6	-0.9
C=CCn1c(SCC(=O)NCc2ccco2)nc2sc3c(c2c1=O)CCC3	-3	1	-4	-11	-2	8	14	1	-3	-3.4
CCN(CC)C(=O)Cn1c(=O)n(Cc2ccccc2Cl)c2c1c(=O)n(C)c(=O)n2C	-2	-1	11	21	0	-6	16	1	-5	-0.2
Cc1ccc(C(=O)CSc2nc(-c3ccccc3)cc(=O)[nH]2)cc1	0	-2	-24	11	-1	27	15	2	0	1.9
CC(=O)NCC(=O)OCC(=O)c1ccc(Br)cc1	3	0	-26	-7	2	-9	3	0	-7	-1.6
Cc1ccc(-n2ncc3c(=O)n(CC(=O)NCC4CCCO4)cnc32)cc1 (stereo not drawn)	0	1	-16	/	/	/	/	1	/	/
C/C(Cl)=C/Cn1c(NCCCn2ccnc2)nc2c1c(=O)[nH]c(=O)n2C	-3	0	-19	14	-3	20	-12	-2	-3	1.0
CCn1c(=O)cc(OCC(=O)N(C)C2CCCCC2)c2ccccc21	8	-2	-12	4	-2	-4	22	5	3	-0.2
C/C(=N/NC(=O)c1ccc(O)cc1)c1cccc([N+](=O)[O-])c1	1	-10	6	-56	2	1	4	-5	2	0.3
Cc1ccc2c(c1)C1(C)C(C(C)(C)N2C=O)C1(Cl)Cl (stereo not drawn)	-3	-2	-7	19	-2	-10	19	4	2	-1.1
Cc1ccnc(NC(=O)CCC(=O)N(CC(=O)NC(C)(C)C)c2ccc(F)c(Cl)c2)c1	-4	-2	-22	4	-7	26	-11	-1	-1	0.3
